# Assay outcomes from PubChem BioAssay.
# Mm-Cpn inhibitor = blocks the Methanococcus maripaludis chaperonin Mm-Cpn; Potency, µM (top dose mostly 76.9 µM), for the others: at the top dose activity, negative = inhibition, actives largely listed as inhibitors; purified Mm-Cpn ATPase, ADP Transcreener TR-FRET; hit rate 0.031% among 330,000; AID 504842; further: potency means the concentration at half of the fitted maximal effect; on the % scale 0 is the no-effect control and ±100 the full control effect; nearly all actives have a fitted effect of over 80% in size
#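 Quantitative HTS used 25 nM Mm-CPN and 10 uM ATP in magnesium/KCl Tris buffer, pH 7.4, with 1 mM DTT. Hydrolysis ran 30 min at 37°C; ADP was read by HTRF.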
# EPAC2 ag = EPAC2 (human) agonism; Q8WZA2; EPAC2 activation, biochemical qHTS; response scale: 100% = 6.5 mM cAMP response; Potency, µM (doses to about 154 µM), inactives show at the top dose activation, most hits filed as activators; hit rate 0.079% among 360,000; further: potency means the concentration at half of the fitted maximal effect; nearly all actives have a fitted effect of over 50% in size
#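 In this primary screen, activation is scored as increased exchange of BODIPY-GDP from Rap1B by 100 nM EPAC2, with 50 uM GDP as competitor. Signal is normalized to the 6.5 mM cAMP agonist control.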
# Akt phos inh = Akt phosphorylation inhibition; Neuro2A IGF-stimulated pAkt S473 HTRF, 20 min; stronger effect = lower value; activity change, % for hits at 50 µM; hit rate 0.32% among 360,000; AID 651550; in the data active means activity change below about -80%; inconclusive means mostly about -51% to -80%; further: on the % scale 0 is the no-effect control and ±100 the full control effect
#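 Single-point screen (50 µM final compound) in Neuro2A cells stimulated 20 min with 6 nM IGF at 37 deg C. After lysis, Ser473-phosphorylated Akt read by HTRF (ex 330 nm, em 615/665 nm) as the 665/615 ratio.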
# EPAC2 antagonist = antagonists of human EPAC2; hit rate 0.18% among 360,000; Potency, µM (top dose mostly 114 µM), for the others: top-dose activity, negative = inhibition, actives largely listed as inhibitors; EPAC2 GEF exchange of Rap1B-BODIPY-GDP, fluorescence; Q8WZA2; further: potency means the concentration at half of the fitted maximal effect; on the % scale 0 is the no-effect control and ±100 the full control effect; nearly all actives have a fitted effect of over 45% in size; many of its hits are not listed in these tables
# D3 antag = antagonists of human D3 dopamine receptor; P35462; hit rate 2.5% among 360,000; max response, negative = inhibition, %; AID 652054; D3R cells, DiscoveRx beta-arrestin luminescence, antagonist mode; stronger effect = lower value; in the data active means max response below about -50%; inconclusive means no clear call, values can overlap the other calls; further: on the % scale 0 is the no-effect control and ±100 the full control effect; mostly tested at two doses, the higher about 12 µM
# Target sequence (P35462 whole entry, looked up): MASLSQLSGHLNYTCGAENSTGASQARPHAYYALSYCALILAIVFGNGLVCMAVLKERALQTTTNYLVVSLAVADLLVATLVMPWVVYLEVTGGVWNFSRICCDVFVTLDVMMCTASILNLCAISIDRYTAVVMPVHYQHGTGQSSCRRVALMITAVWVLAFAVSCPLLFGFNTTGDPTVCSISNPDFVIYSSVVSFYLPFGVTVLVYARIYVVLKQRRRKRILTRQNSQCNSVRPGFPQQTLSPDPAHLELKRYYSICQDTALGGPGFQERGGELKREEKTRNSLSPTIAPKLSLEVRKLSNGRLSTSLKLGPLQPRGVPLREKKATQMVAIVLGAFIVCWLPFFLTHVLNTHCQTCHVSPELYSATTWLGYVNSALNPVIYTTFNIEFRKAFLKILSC
#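 Cells plated overnight at 1500 cells/well, then exposed to library compounds with dopamine controls for 90 minutes at 37 degrees C. DiscoveRx reagent added for 30–60 minutes at room temperature; luminescence read, quantitative HTS format.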
# PTHR1 ag = agonists of human PTHR1 parathyroid hormone receptor. Q03431. HEK293 GP2 PTHR1 cells, GloSensor cAMP luminescence, 1 h. Potency, µM (highest dose often 115 µM), for inactives: at the highest dose activation, most hits filed as activators. hit rate 0.075% among 410,000. AID 743266; further: potency means the concentration at half of the fitted maximal effect; nearly all actives have a fitted effect of over 55% in size; some results filed as inactive show a strong effect at the top dose; inactives centre near -15; many of its hits are not listed in these tables
# Target sequence (Q03431 whole entry, looked up): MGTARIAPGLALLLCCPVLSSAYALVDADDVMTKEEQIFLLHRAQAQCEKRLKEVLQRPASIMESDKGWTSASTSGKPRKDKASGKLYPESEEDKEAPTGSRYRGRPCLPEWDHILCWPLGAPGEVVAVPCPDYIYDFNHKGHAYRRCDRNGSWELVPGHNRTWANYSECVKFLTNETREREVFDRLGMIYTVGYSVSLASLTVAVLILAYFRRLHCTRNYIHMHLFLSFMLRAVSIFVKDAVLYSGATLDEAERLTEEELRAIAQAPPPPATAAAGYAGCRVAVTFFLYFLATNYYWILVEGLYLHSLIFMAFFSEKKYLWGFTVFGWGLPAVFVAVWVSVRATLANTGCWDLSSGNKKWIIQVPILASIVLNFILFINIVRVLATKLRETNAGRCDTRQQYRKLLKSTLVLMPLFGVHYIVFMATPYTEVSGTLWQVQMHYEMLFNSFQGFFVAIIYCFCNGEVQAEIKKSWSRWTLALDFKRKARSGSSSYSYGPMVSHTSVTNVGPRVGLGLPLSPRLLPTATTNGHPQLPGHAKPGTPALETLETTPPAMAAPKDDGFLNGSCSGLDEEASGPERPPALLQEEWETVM
#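 HEK-293-derived GP2 cells expressing PTHR1 and a GloSensor cAMP reporter, 3,000/well, plated overnight, given luciferin plus IBMX (each 0.5 mM as added) for 1 h at 37 °C, then compound for 1 h at 37 °C. Luminescence was read after 15 min at room temperature.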
# CCT modulator = cytosolic chaperonin activity modulation; purified chaperonin ATPase assay, HTRF ADP detection, 30 min; activity change, % (no concentration beside the values), hits read low; hit rate 0.3% among 360,000; in the data active means activity change below about -30%; further: on the % scale 0 is the no-effect control and ±100 the full control effect
#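 Enzyme 40 or 20 nM (batch-dependent) in Tris pH 7.4/KCl/MgCl2/DTT; cpd 76 uM single point; ATP 10 uM; 30 min 37 °C; Transcreener ADP HTRF detection, 30 min RT; ratio 665/615.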
# D3 ag = D3 dopamine receptor (human) agonism; P35462; D3R DiscoveRx beta-arrestin cells, luminescence, 90 min; max activation, %; hit rate 0.58% among 410,000; in the data active means max activation above about 30%; further: 0% is about no effect; mostly tested at two doses, the higher about 12 µM
#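 Agonist mode: compounds and dopamine controls were applied to plated cells for 90 min at 37 degrees C after an overnight attachment at 1500 cells/well. Luminescent read-out followed 30 - 60 minutes at room temperature with DiscoveRx detection reagent.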
# * hit, by the source's call; i = inactive; ? = inconclusive; . = not tested or not shown; [ ] = another dose, or the depositor's remark. Unless noted, the call rests on the fitted dose curve; in most records, active means well fitted curve in the direction sought with a large enough effect; inconclusive means small, poorly fitted or top-dose-only effect, or another doubt; inactive means no such curve, though single readings can be large; an effect the other way counts as inactive or inconclusive.
SMILES,Mm-Cpn inhibitor,EPAC2 ag,Akt phos inh,EPAC2 antagonist,D3 antag,PTHR1 ag,CCT modulator,D3 ag
O=C(O)c1cccnc1NC1CCCC1,1%,9%,i,-2%,-24,i,2.0,-14
COc1cccc(-c2noc(Cn3nc(C(=O)O)c4ccccc4c3=O)n2)c1,-2%,7%,i,-5%,3,-16%,-0.3,8
O=C1COc2ccc(S(=O)(=O)N3CCCCC3)cc2N1,0%,4%,i,4%,-3,i,0.6,0
O=C(N/N=C/c1ccc(N2CCCC2)c([N+](=O)[O-])c1)c1cccnc1,0%,0%,i,-10%,-12,-43%[inhibitor],-1.6,-2
Cc1c(O)c(CN2CCCC2)cc2c3c(c(=O)oc12)CCC3,-13%,9%,i,-1%,-9,-8%[57.5 µM],-1.8,-13
Cc1ccc(Cl)cc1NC(=O)CON=C(N)c1ccccc1,1%,8%,i,-3%,-5,-23%,-8.5,29
CC(=O)Nc1cccc(NC(=O)CSc2nc(=O)n(CCCN3CCOCC3)c3c2CCC3)c1,-8%,7%,i,5%,-22,-14%,-6.5,-17
Cc1ccc(S(=O)(=O)NC(=O)C2(C)CCN2C(=O)Cc2cccs2)cc1 (stereo not drawn),.,5%,.,-3%,?,17%,-5.1,-12
O=C(COC(=O)CCC(=O)c1cccs1)Nc1cc(S(=O)(=O)N2CCOCC2)ccc1Cl,-5%,-1%,i,-5%,23,-22%[57.5 µM],-0.8,2
O=C(CN1CCc2cc3c(cc2C1)OCCCO3)Nc1ccc(S(=O)(=O)N2CCCC2)cc1,0%,5%,i,-4%,-9,-27%,-0.8,-7
CCC(=O)Nc1cccc(NC(=S)NC(=O)c2cccs2)c1,0%,-6%,i,9%,-6,i,-0.9,-2
O=C(C=Cc1ccccc1)CC(c1ccccc1)N1CCOCC1 (stereo not drawn),.,12%,i,-14%,-72*,-26%,0.8,-21
Nc1nnc(-c2ccc(Cl)cc2)o1,-1%,2%,i,11%,9,-19%,-0.2,-2
O=C(CN1C(=O)NC2(CCCC2)C1=O)N1CCN(S(=O)(=O)c2ccc(Cl)c(C(F)(F)F)c2)CC1,1%,9%,i,-21%,7,-16%,-3.1,3
CCn1cc(C(=O)N2CCc3ccccc32)c(=O)c2cc(S(=O)(=O)N3CCCC3)ccc21,-2%,7%,i,15%,29,i,-0.1,-2
CCC(C)(C)NC(=O)Cc1ccc(OC)c(OC)c1,1%,6%,.,8%,-17,-21%,-2.0,1
CCc1nnc(NS(=O)(=O)c2ccc(NC(=O)c3cccc(Cl)c3)cc2)s1,-4%,0%,i,-9%,-68*,i,-1.4,-18
COCCNC(=O)c1cc2c(c(-c3cccc(C#CC(C)(C)O)c3)n1)[C@@H](CCO)N(S(=O)C(C)(C)C)C2 (stereo partly drawn),.,2%,i,1%,0,-10%,0.3,-2
COC(=O)C(NNc1ccccc1)(NC(=O)c1ccccc1F)C(F)(F)F (stereo not drawn),-8%,13%,i,-2%,-1,-28%,-1.7,2
O=C(NNC(=O)C1COc2ccccc2O1)c1ccccc1 (stereo not drawn),-1%,-11%,i,13%,13,-2%[57.5 µM],-1.1,5
CCCc1oc(C(=O)O)cc1CN1CCOCC1,0%,4%,i,8%,-23,-8%[57.5 µM],1.2,-1
O=c1[nH]ncc(NCCc2ccccc2)c1Cl,0%,6%,i,2%,4,i,0.4,1
CCc1ccccc1NC(=O)C1=CN2CCS(=O)(=O)N=C2C=C1,0%,7%,i,0%,-10,-3%,-1.8,5
COCCCn1c(=O)/c(=C\c2ccccc2OC(F)F)s/c1=C(/C#N)C(=O)NCCOC,-1%,-9%,i,-6%,0,i,0.4,-5
COC(=O)C1=C(C)Nc2ncnn2C1c1ccc(C)o1 (stereo not drawn),-3%,10%,i,5%,-10,-13%,0.1,-5

# The final two compounds of the part above come first, to join the parts.
SMILES,Mm-Cpn inhibitor,EPAC2 ag,Akt phos inh,EPAC2 antagonist,D3 antag,PTHR1 ag,CCT modulator,D3 ag
COCCCn1c(=O)/c(=C\c2ccccc2OC(F)F)s/c1=C(/C#N)C(=O)NCCOC,-1%,-9%,i,-6%,0,i,0.4,-5
COC(=O)C1=C(C)Nc2ncnn2C1c1ccc(C)o1 (stereo not drawn),-3%,10%,i,5%,-10,-13%,0.1,-5
Cc1cc(SCC(=O)c2cc3ccccc3o2)nc2ccccc12,?,17%,i,9%,21,-16%[57.5 µM],1.1,-7
CCOc1ccc(CN2CCN(Cc3cc4c(cc3Cl)OCO4)CC2CCO)cc1 (stereo not drawn),1%,19%,i,-9%,-64*,i,-1.3,-40
COc1ccc(NC(=O)COC(=O)c2c(C)noc2C)c(OC)c1,-1%,9%,i,-3%,4,-28%[57.5 µM],-2.5,-1
COc1cccc(/C=N/n2c(-c3ccco3)nc3ccccc3c2=O)c1,3%,1%,i,-7%,25,-18%,1.3,6
Cc1ccc(CNC(=O)C2CCN(c3nc(C)cc(C)n3)CC2)cc1,.,6%,i,6%,-5,i,-0.1,-12
CCCCCC(=O)NNC(=O)Nc1ccccc1,0%,5%,i,12%,-23,i,-1.1,-9
CCOC(=O)C(=CNc1ccccc1C)C(=O)OCC,1%,-5%,i,9%,46,i,0.5,30
O=C(NCCN1CCOCC1)c1ccc2c(c1)N(Cc1ccccc1F)C(=O)c1ccccc1S2,0%,7%,i,-21%,-8,i,0.4,5
COc1cc(NS(=O)(=O)c2ccc(NC(=O)CN3C(=O)c4ccccc4C3=O)cc2)ncn1,2%,3%,i,1%,-2,i,-2.5,3
COc1cccc(C2=Cc3ccc(F)cc3C(CC(C)=O)N2c2ccc(-c3cncnc3)cc2)c1 (stereo not drawn),.,6%,i,-16%,-5,i,0.3,-1
COc1ccc(NC(=O)c2ccc(N3CCCC3=O)cc2)cc1Cl,1%,-2%,i,12%,1,-21%,0.6,-3
COc1ccc2c(CC(=O)OCC(=O)Nc3ccc(S(N)(=O)=O)cc3)coc2c1,-2%,6%,i,-1%,-16,17%,-1.3,-3
COc1ccccc1CNC(=O)c1cc2ccccc2o1,-1%,6%,i,-4%,-18,i,1.5,-12
O=C(c1ccc(Sc2ccc(F)cc2)c([N+](=O)[O-])c1)N1CCOCC1,3%,3%,i,2%,10,-28%,-7.7,-1
Cc1ccc(C(C)NC(=O)C2CCCC2)c(C)c1 (stereo not drawn),0%,8%,i,1%,3,-20%,-0.9,10
CCOc1ccccc1C(=O)NCC(=O)NCCc1ccc(S(N)(=O)=O)cc1,0%,13%,i,-3%,-13,18%,-2.5,-9
CCOc1cccc(-c2c(C(=O)N/N=C/c3ccco3)nnn2-c2nonc2N)c1,-3%,-1%,i,-2%,-6,-8%,-2.0,-6
CC(=O)N1CCN(C(=O)c2ccc(NS(=O)(=O)c3ccc4[nH]c(=O)[nH]c4c3)cc2)CC1,-3%,3%,i,-4%,5,-21%,-3.1,1
Cc1c(NC2=C(Cl)C(=O)N(c3ccccc3Cl)C2=O)c(=O)n(-c2ccccc2)n1C,0%,-5%,i,5%,5,-19%,-0.6,-5
NNC(=O)C1CC(O)CN1S(=O)(=O)c1ccc(Cl)cc1 (stereo not drawn),-1%,-11%,i,?,1,-23%,1.2,6
O=C(Nc1ccc(-c2cn3ccsc3n2)cc1)c1ccc(F)c(S(=O)(=O)N2CCOCC2)c1,-21%,14%,i,-4%,5,-95%[57.5 µM],2.1,2
Cc1cc(C(=O)N/N=C2\CCCC(C)C2)n[nH]1 (stereo not drawn),1%,5%,i,12%,-14,?,3.3,-3
O=C(Nc1nccs1)C1CCN(S(=O)(=O)c2ccc3c(c2)OCCCO3)CC1,2%,9%,.,11%,-8,-4%[57.5 µM],1.2,-3
CSc1nc(-c2ccccc2)cc(C)c1C#N,-8%,5%,i,-16%,20,-14%,-3.9,0
COc1ccccc1N1CCN(C(=O)c2cc(C(=O)N3CCN(c4ccccc4OC)CC3)cc([N+](=O)[O-])c2)CC1,1%,2%,i,8%,6,i,0.4,2
# Next compounds follow:
SMILES,Mm-Cpn inhibitor,EPAC2 ag,Akt phos inh,EPAC2 antagonist,D3 antag,PTHR1 ag,CCT modulator,D3 ag
O=C1NC(c2ccccc2)=CC(c2ccccc2O)N1 (stereo not drawn),0%,-1%,i,13%,-16,-22%,-2.0,11
CC(=O)N1CCc2cc(S(=O)(=O)Nc3ccc(C)cc3C)ccc21,1%,4%,i,0%,-25,-28%,-1.1,-5
COc1cccc(NC(=S)N(CCCN2CCC(C)CC2)Cc2cccs2)c1,-1%,2%,i,-2%,-84*,i,-1.6,-41
Cc1ccc2c(c1)c1c3n2CCN(CCC(=O)O)C3CCC1 (stereo not drawn),-3%,3%,i,17%,-2,?,3.1,1
COc1cc(OC)cc(C(=O)OCC(=O)Nc2cccc(C(C)=O)c2)c1,-12%,-11%,i,-1%,16,i,0.6,5
Cc1ccc(NC(=O)CN2CCN(Cc3ccccc3)CC2)cc1F,-11%,6%,i,-9%,-21,-10%,-1.8,-11
COc1ccc(OC)c(NC(=O)C(CCS(C)(=O)=O)NC(C)=O)c1 (stereo not drawn),0%,8%,.,1%,17,0%[57.5 µM],-0.8,6
Nc1ccc(C(=O)Nc2ccc3c(O)cc(S(=O)(=O)O)cc3c2)cc1,.,5%,i,3%,4,-7%,-2.4,8
Brc1cnc(N2CCCC2)nc1N1CCCCC1,1%,13%,i,-2%,3,-25%,-0.8,-1
CCN(CC)S(=O)(=O)c1ccc(C(=O)Nc2cc3oc4ccccc4c3cc2OC)cc1,-2%,-4%,i,-6%,0,-6%,-0.4,6
COc1cc(-c2nnc(COC(=O)C3c4ccccc4Oc4ccccc43)o2)cc(OC)c1OC,0%,5%,i,-5%,52,-13%,-1.5,10
Cc1ccc2cc3c(NS(=O)(=O)c4cccc5nonc45)nn(CC(C)C)c3nc2c1,-3%,-9%,i,-29%,-25,-15%,-1.2,-8
CCOC(=O)c1sc(NC(=O)c2cccs2)nc1C,-2%,9%,i,5%,16,-43%[inhibitor],-27,0
CC(CC(=O)NCc1ccc(Cl)cc1)c1ccccc1 (stereo not drawn),0%,3%,i,1%,7,-10%,1.1,8

# Reformatted: 2 of the compounds above.
mol	Mm-Cpn inhibitor	EPAC2 ag	Akt phos inh	EPAC2 antagonist	D3 antag	PTHR1 ag	CCT modulator	D3 ag
CCN(CC)S(=O)(=O)c1ccc(C(=O)Nc2cc3oc4ccccc4c3cc2OC)cc1	-2%	-4%	i	-6%	0	-6%	-0.4	6
COc1cc(-c2nnc(COC(=O)C3c4ccccc4Oc4ccccc43)o2)cc(OC)c1OC	0%	5%	i	-5%	52	-13%	-1.5	10

# A portion of the library (hit frequency here may not be typical).
